# Bioassay records (PubChem)
# aSyn UTR inh: MLPCN primary screen, SNCA 5' untranslated region | inhibition, % (tested at 7.5 µM) | alpha-synuclein 5'UTR reporter, inhibitor activity | AID 1813 | 0.82% of 300,000 active; in the data active = inhibition above about 60%; inconclusive = no clear call, values can overlap the other calls;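 also: H4 neuroglioblastoma cells stably carrying SNCA 5'UTR luciferase fusion; 0% = DMSO wells and 100% = positive control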
# Platelet DG rel: modulates dense granule release in human platelets | 0.22% of 300,000 active | human platelet-rich plasma, SFLLRN dense granule ATP release, luminescence | inhibition, %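 (compounds screened at 7.5 µM in platelet-rich plasma)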 | AID 1663;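 active = mean replicate score, as percent of positive control, at or above 50; inconclusive = mean below 50 but at least one replicate at or above 50; inactive = mean and every replicate below 50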
# AI-2 QS mod: modulates the Vibrio harveyi AI-2 quorum sensing system. Vibrio harveyi JMH597 AI-2 luminescence/OD600 ratio, 9 h; stronger effect = lower value; strain lacks LuxN and CqsS sensors; 0 = neutral-control median. activity change, % at 7.5 µM. 0.4% of 300,000 active. AID 2094; in the data active = activity change below about -75%, passing the limit was not always enough; inconclusive = no clear call, values can overlap the other calls;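 also: luminescence divided by OD600 gain over 9 h not by final OD600 alone; inactives centre near 13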
# IEC-6 cytotox: counter-screen for KLF5 inhibitors: cytotoxicity in IEC-6 cells; IEC-6 cytotoxicity, luminescence viability; inhibition, % at 5 µM; 0.78% of 290,000 active; AID 1825; in the data active = inhibition above about 22%;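 also: 0% = plate median of test compound wells and 100% = cytotoxic reference compound wells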
# SKKanGAS inh: SKKanGAS growth inhibition; S. pyogenes SKKanGAS, kanamycin growth, BacTiter-Glo, 6 h; inhibition, % at 7.5 µM; 1.3% of 300,000 active;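 active = mean replicate score, as percent of positive control median, at least 50; inconclusive = mean below 50 but one replicate at or above 50; inactive = mean and every replicate below 50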;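 also: strain carries kanamycin resistance gene driven by streptokinase promoter and grows in 40 µg/ml kanamycin; loss of luminescence reflects streptokinase promoter inhibition or plain growth inhibition; 0% = median of DMSO wells and 100% = positive control at its reference dose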
# HSF-1 act: increases HSF-1 driven luciferase reporter signal; NIH3T3-HGL HSF-1 luciferase reporter, MG132, 8 h; 100% = twice DMSO control signal; activation, % at 9 µM; 1.7% of 300,000 active;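 active = mean replicate activation of at least 50% with a set share of replicates each reaching 50%; inconclusive = only one of those two conditions met; inactive = mean below 50% and too few replicates reaching it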;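 also: 0% = median of the neutral control wells and 100% = twice that signal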
# KLF5 inhibitor: suppresses KLF5 promoter-driven expression | DLD-1 KLF5 promoter-luciferase reporter, luminescence | inhibition, % at 5 µM | 0.23% of 290,000 active;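 active = inhibition above a per-plate limit of that plate's mean compound inhibition plus 3 SD, cut at about 60% in these data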;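 also: 0% = DMSO wells and 100% = LY294002 at 200 µM; higher means less KLF5 promoter-driven luciferase light; inactives centre near -14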
# HSF1 inh: HSF1 inhibition; activity change, negative = inhibition, % at 7.5 µM (by protocol); 0.77% of 300,000 active; NIH3T3-HGL HSE-luciferase, MG132-induced, luminescence 8 h; stronger effect = lower value;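 active = more than half of replicate wells show activity change below -50%, luminescence cut by over half; inconclusive = some wells, but at most half, below -50%; inactive = no replicate well below -50%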;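 also: luciferase reports HSF-1 transcriptional activity via heat shock element; 0% = median of DMSO wells and -100% = zero luminescence signal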
# HIF act: HIF pathway transcriptional activation; 0.32% of 300,000 active; activation, % at 7.5 µM (by protocol); U2OS HRE-luciferase reporter, luminescence; normalized: DMSO 0%, desferrioxamine 100%;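 active = mean activation of at least 10% of the iron chelator positive control signal, with at least half of replicates also reaching 10%; inconclusive = mean and replicate majority disagree about reaching 10%; inactive = mean and most replicates under 10%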
# HSP90 refold inh: HSP90 refolding inhibition in rabbit reticulocyte lysate; 0.91% of 290,000 active; inhibition, % at 5.6 µM; AID 1789; luciferase refolding luminescence, 3 h;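 active = inhibition above the screen-wide mean plus 3 SD, computed separately per campaign, cut at about 16% in these data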;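 also: 0% = DMSO wells and 100% = 60 µM geldanamycin wells; inhibitors lower the luminescence because luciferase stays unfolded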
# The depositor's hits bear a star; ? = inconclusive; nt = not tested or not shown.
compound	aSyn UTR inh	Platelet DG rel	AI-2 QS mod	IEC-6 cytotox	SKKanGAS inh	HSF-1 act	KLF5 inhibitor	HSF1 inh	HIF act	HSP90 refold inh
Cc1cccc(Nc2nnc(SC/C(O)=C(\C#N)c3nc4ccccc4[nH]3)s2)c1C	-63	-2	29	7	26	10	7	-1	-13	-4
O=C(CSc1nccc(=O)[nH]1)Nc1ccc(N2CCOCC2)c(Cl)c1	-4	-2	7	1	1	5	-9	-6	-1.0	-1
O=C(NC(=S)Nc1nc2ccccc2s1)c1cccs1	-136	0	19	5	5	48	-4	17	2.0	-5
COc1ccc(C2CC(c3ccc(Br)cc3)=NN2C(=O)CN2CCCC2)cc1 (centres undefined)	12	-1	25	7	12	4	1	-5	-0.5	7
CCOC(=O)C1=C(CC)Nc2ccccc2N=C1NC(=O)Nc1ccccc1OC	4	-1	5	11	4	32	9	8	-0.4	5
c1ccc(N2CCN(CC3CCCCC3)CC2)cc1	1	-4	18	-2	7	-22	-14	-5	0.8	-6
COC(=O)CCCNC(=O)CCc1nnc(-c2ccc(-c3ccccc3)cc2)o1	77*	-4	39	-3	2	-1	-55	-6	-0.8	0
O=C(/C=C/c1ccccc1)OCC(=O)N1CCN(c2ccccc2)CC1	0	-7	13	nt	16	-3	nt	-1	-0.5	nt
C=CCSc1nc(-c2ccccc2)c2cc(Cl)ccc2n1	19	-2	10	3	57*	-2	-16	-1	-0.2	-3
O=C(CS(=O)CC(=O)N(CC(=O)NC1CCCC1)c1ccc2c(c1)OCCO2)Nc1ccc(F)cc1 (centres undefined)	15	1	3	-7	-5	1	-42	3	0.7	-3
Cc1c(-c2nn(C)c(=O)c3ccccc23)oc2ccc(F)cc2c1=O	11	1	11	-8	5	5	-2	-2	-0.4	2
Cn1c2c(c(=O)n(C)c1=O)C(C(F)(F)F)(C(F)(F)F)N=C(c1ccc(Cl)cc1)N2	99*	6	-4	37*	15	8	81*	12	0.0	1
N#CC1(NC(=O)CSc2nnc(COc3ccccc3F)n2N)CCCCC1	7	1	3	nt	-9	11	nt	1	-4.9	nt
NS(=O)(=O)c1cc(C(=O)OCC(=O)Nc2ccccc2[N+](=O)[O-])ccc1Cl	15	-6	17	-1	-3	-16	7	-4	-0.5	4
O=C(NC1CC1)c1ccc(COc2ccc(F)cc2)o1	3	4	16	-2	2	2	-23	3	0.1	3
Cc1ccc(C(=O)C[n+]2ccc3ccccc3c2)cc1	-30	-1	7	13	8	40	-41	14	0.7	3
CC(/C=N/n1c(C2CCCCC2)n[nH]c1=S)=C\c1ccccc1	8	1	13	-6	46	27	-9	5	0.7	-1
C1CCC(OCCN2CCN(CCOC3CCCCC3)CC2)CC1	37	-12	17	8	1	10	12	0	nt	-3
O=C1OC(c2ccccc2)=N/C1=C/c1cccc(OC(=O)c2cccs2)c1	-13	1	2	5	1	-7	-32	-3	-0.2	-3
COc1ccc(N2Nc3n[nH]c(N)c3N2)cc1	-73	6	11	9	1	-14	11	-10	0.2	5
COc1ccc(N/C(N)=N/c2nc(CSc3nnc(C)s3)cc(=O)[nH]2)cc1	4	-14	15	5	-7	-4	-5	-7	2.6	0
CCCC(=O)O[C@@H]1C[C@@H](C)N(C(=O)c2ccccc2)c2ccc(C)cc21	-3	-9	26	3	1	-1	5	3	-0.4	0
O=S(=O)(c1cc(Cl)ccc1Cl)N1CCCC1	-9	7	-2	-2	4	1	1	-6	0.2	2
CCN1CCN(c2ccc(S(=O)(=O)N3CCCCC3)cc2NC(=O)Cc2c(Cl)cccc2Cl)CC1	12	27	13	3	-3	6	-4	8	0.5	2
Oc1ccc(-c2csc(Nc3ccccn3)n2)cc1	-163	10	-12	4	0	63*	-76	30	2.3	21*
CCS(=O)(=O)Nc1cccc(C(=O)CC2(O)C(=O)Nc3ccccc32)c1 (centres undefined)	-3	2	8	-3	-5	4	-9	-4	0.0	-1
Cc1cccc(N(CC(=O)NCC2CCCO2)C(=O)CNS(=O)(=O)c2ccc(Cl)cc2)c1 (centres undefined)	-8	-13	7	0	-2	12	-27	4	-0.3	-1
COc1cc2oc3cc(C#Cc4ccc(N)cc4)ccc3c(=O)c2cc1OC	33	-2	10	nt	58*	-15	nt	-8	-1.6	nt
Oc1ccccc1C1OCC2(CO1)COC(c1ccccc1O)OC2 (centres undefined)	11	6	1	6	-1	-9	-7	-3	nt	-4
CCOC(=O)C1=C(N)OC2=C(C(=O)CCC2)C1c1ccccc1OCC (centres undefined)	9	12	27	1	-10	-1	27	-3	0.0	1
CNC(=O)CC12CC3CC(CC(C3)C1)C2	-19	-3	5	1	-8	-12	-41	-11	0.1	0
CCc1ccc(C(=O)NCc2ccc(Cl)cc2Cl)cc1	-18	7	11	-11	10	?	9	7	0.0	2
COCc1ccc(C(=O)N2CCC(CCC(=O)Nc3cccc(C)c3)CC2)s1	43	-4	29	2	3	-15	-12	-5	-2.7	0
O=C(CCS(=O)(=O)c1cccc2nsnc12)NCc1ccccc1Cl	-12	-3	17	-3	-4	3	-26	0	-0.6	0
CSc1cccc(NC(=O)CC2Oc3ccccc3NC2=O)c1 (centres undefined)	14	-6	23	-5	-1	-1	-25	-5	0.2	-3
CCOc1ccc(NC(=O)CN(C)CC(=O)Nc2cc(Cl)ccc2C#N)cc1OCC	29	8	12	4	-3	27	-1	3	0.1	-6
CCOC(=O)/C(C#N)=C1\C=CN(C)C(C)=N1	6	-1	4	-6	-10	4	-13	-2	0.4	3
Cc1ccc(/C=C2\CC(C)CC3=C2NC(=S)NC3c2ccc(C)cc2)cc1 (centres undefined)	7	3	16	-10	6	-5	-23	6	0.3	4
CCn1cc(C(=O)N2CCN(c3cccc(C)c3C)CC2)c(=O)c2ccc(C)nc21	34	2	14	19	-2	16	-1	8	-0.5	5
COc1cc(OC)c(/C=N/NC(=O)c2ccncc2)c(OC)c1	8	9	13	-4	-1	-4	-10	-6	-0.9	5
COc1ccc(NC(=O)NNC(=O)c2ccccc2-n2cccc2)cc1OC	5	-5	11	2	-11	-8	-24	0	0.3	-1
CCN1C(=O)NC(c2ccccc2)(c2ccccc2)C1=O	-4	-1	9	nt	8	-5	nt	-8	-0.8	nt
CN1CCN(c2nnc(-c3ccc(Cl)cc3)c3ccccc23)CC1	25	4	14	1	3	5	-24	-5	-1.6	-1
COc1ccc(OCCN2CCN(C(=O)c3ccc(OC(F)F)c(OC)c3)CC2)cc1	22	3	18	2	-9	2	-3	6	-0.1	-6
Cc1ccc(S(=O)(=O)N2CCOC23CCN(C(=O)c2ccc(Cl)cc2Cl)CC3)cc1	49	-8	3	4	1	15	4	8	0.4	-1
O=C(Cc1ccccc1)Nc1ccccc1C(=O)Nc1ccc(C(=O)O)cc1	-8	0	13	-5	-8	-2	-28	-2	-0.4	-6
COCCCNC(=S)NC1CC2CCC(C1)N2Cc1ccccc1 (centres undefined)	12	2	18	4	-1	-1	11	-1	-0.5	5
O=C(COC(=O)/C=C/c1ccc(S(=O)(=O)N2CCOCC2)cc1)NCc1ccc(Cl)cc1	3	-3	4	-5	-3	10	-25	-4	0.2	-1
COc1ccc(-c2nnc(SCc3cccc(C#N)c3)o2)cc1	-9	1	-40	-3	-6	43	-11	8	0.3	-3
CCCc1nnc(SCC(=O)Nc2nnc(CC)s2)n1CC1CCCO1 (centres undefined)	24	-1	9	2	8	0	-29	-5	0.1	-2
COc1ccc(NC(=O)COC(=O)c2ccc(Br)o2)cc1OC	14	-3	-12	1	-5	-4	3	-12	-0.5	-1
CCC(C)c1ccc(NC(=O)CN(C)CC(=O)Nc2cccc(OC)c2)cc1 (centres undefined)	-21	-6	-1	2	-5	10	-22	3	-0.4	-1
CCOc1ccc(S(=O)(=O)N(CCO)CCO)cc1-c1nc2c(C(C)(C)C)nn(C)c2c(=O)[nH]1	20	0	21	-3	1	7	-38	3	-0.1	-1
CN(C)c1nc2ncn(Cc3ccccc3)c2c(=O)[nH]1	-1	0	12	-5	-16	-7	5	-3	0.1	0
COc1ccc(C(=O)N2CC3(CC(c4ccc(Cl)cc4)=NO3)C[C@H]2C(=O)NCC(N)=O)cc1 (some centres undefined)	16	5	23	0	0	-2	2	2	0.3	-1
Cn1cccc1C(=O)NCCc1ccc(Cl)cc1	-162	2	9	-1	10	19	-151	11	3.8	-1
COc1cc(NC(=O)CN2CCC(C)CC2)c(C)cc1[N+](=O)[O-]	-82	16	22	8	-1	32	-24	3	-24	5
COc1ccc(N2CCN(S(=O)(=O)c3ccc(Cl)c(C(F)(F)F)c3)CC2)cc1	3	1	3	3	-14	-4	-29	-8	0.2	-5
C[C@@H](Oc1ccccc1)c1nnn(Cc2ccccc2)c1-c1c([C@@H](C)Oc2ccccc2)nnn1Cc1ccccc1	29	-1	-5	nt	2	5	nt	-7	0.9	nt
N#CCCn1cc(C(=O)Nc2ccc(C(=O)O)cc2)c(-c2cc3ccccc3o2)n1	10	-4	33	-1	10	0	-10	-6	-0.3	4

# Next section
compound	aSyn UTR inh	Platelet DG rel	AI-2 QS mod	IEC-6 cytotox	SKKanGAS inh	HSF-1 act	KLF5 inhibitor	HSF1 inh	HIF act	HSP90 refold inh
O=C(N/N=C/c1ccncc1)c1cc2c(ccc3ccccc32)o1	-26	0	15	-3	6	-1	-9	-4	0.0	0
Cc1ccc(C(=O)c2c3ccccc3[n+]([O-])n2CCC(N)=O)cc1	12	-3	1	6	5	3	-10	-6	0.1	-7
Cc1cc(NC(=O)CCC(=O)N(CC(=O)NC2CCCC2)c2ccccc2)no1	13	-4	-4	-4	-3	1	-4	4	0.0	-9
Cc1cc(C(=O)OCC(=O)Nc2sc3c(c2C#N)CCC(C)C3)c2ccccc2n1 (centres undefined)	-26	3	31	-2	27	-8	-24	-1	0.3	5
Cc1cccc(NS(=O)(=O)c2ccc(C(=O)NCC(C)(C)N3CCOCC3)cc2)c1C	-14	31	8	-3	-7	15	-18	3	-0.4	1
Cc1c(C(=O)N(C)Cc2ccccc2)oc2c(Cl)cccc12	34	4	-5	13	17	26	3	0	0.2	2
COc1ccc(C(C)(C)C)cc1NC(=O)CNc1cccc2ccccc12	-1	1	18	3	11	26	-26	13	-0.9	5
COc1ccccc1C1CC(=O)NC(SCC(=O)Nc2ccccc2)=C1C#N (centres undefined)	6	-15	24	1	-2	7	-4	3	0.0	-2
O=C(CN1C(=O)c2cccc([N+](=O)[O-])c2C1=O)OCC(=O)N1CCCCC1	-35	-7	6	nt	2	-11	nt	-20	-28	nt
O=C(N1CCOCC1)N(Cc1cccs1)C1CCCC1	29	1	6	-7	0	29	-16	6	-0.1	1
c1ccc2c(SCc3cn4ccccc4n3)nncc2c1	-70	1	47	0	3	34	-16	11	1.6	-3
CC1(c2nnc(Cc3ccccc3)o2)CC(c2ccc(F)cc2)=NO1 (centres undefined)	10	11	7	nt	6	-23	nt	-6	-0.3	nt
